Assay outcomes from PubChem BioAssay.
GPR7 antag = blocks human GPR7 receptor signaling. P48145. GPR7-expressing cells, fluorescence antagonist assay. inhibition, % at 4.4 µM. 1.1% of 290,000 active. AID 1861; in the data active = inhibition above about 16%, passing the limit was not always enough;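 also: cells stimulated with the agonist NPW; 0% = agonist with vehicle and 100% = vehicle without agonist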
VIM-2 inh = inhibitors of Pseudomonas aeruginosa VIM-2 metallo-beta-lactamase | purified VIM-2, nitrocefin hydrolysis, epi-absorbance fluorescence | inhibition, % at 5.6 µM | 0.89% of 290,000 active;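 active = inhibition above the mean of all tested compounds plus 3 SD, cutoff set per screening run, cut at about 7.5% in these data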;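 also: red hydrolysis product quenches plate fluorescence so inhibitors raise well fluorescence; 0% = enzyme with DMSO and 100% = DMSO without enzyme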
pCIP destab = compounds decreasing mouse p/CIP protein stability | F442A p/CIP-EGFP cells, EGFP fluorescence, 16 h | decrease of EGFP signal, % at 10 µM | 0.01% of 290,000 active;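 active = EGFP signal decrease of at least 30% at 10 µM or well 3 SD below plate mean, unless failing retest; inactive = the rest, including hits failing retest or dose response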; also: some compounds called inactive have numbers as strong as hits; many of its hits are not listed in these tables
IMP-1 inhibitor = inhibitors of Pseudomonas aeruginosa IMP-1 metallo-beta-lactamase | 0.45% of 290,000 active | inhibition, % at 5.6 µM | AID 1556 | purified IMP-1, nitrocefin hydrolysis, epi-absorbance fluorescence;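 active = inhibition above the mean plus 3 SD of all compounds in the same screening run, cut at about 4.5% in these data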;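 also: 0% = IMP-1 with DMSO and 100% = DMSO wells lacking enzyme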
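Assay system: purified IMP-1; Quantity: IMP-1 0.2 nM before substrate addition; Medium: HEPES buffer pH 7.1 with ZnSO4 and Brij 35; Incubation: 15 min enzyme–compound preincubation, then 25 min nitrocefin reaction, 25 °C; Signal: fluorescence quenching readout, ex 480/em 530 nm; Controls: DMSO with and without IMP-1; Repeats: singlicate testing.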
NALP1 inh = inhibitors of NALP1 inflammasome in yeast. S. cerevisiae NALP1/ASC/caspase-1 growth, X-gal OD620, 72 h. inhibition, % at 10 µM. 0.61% of 280,000 active; in the data active = inhibition mostly above about 24%, no sharp cut-off; inactive = mostly below about 32%; also: some compounds called inactive have numbers as strong as hits
PHOSPHO1 inh = inhibitors of human PHOSPHO1 phosphatase. 1.1% of 290,000 active. recombinant PHOSPHO1, absorbance phosphatase assay. Q8TCT1. inhibition, % at 13.3 µM; in the data active = inhibition above about 60%
IDE cell activ = IDE (human) activation, cell-based | P14735 | HEK cells, FAbeta-B cleavage, fluorescence polarization; 0% vehicle, 100% cell-free pure enzyme wells | activation, % at 5.96 µM | 0.073% of 340,000 active;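 active = activation above the mean of all tested compounds plus 3 SD, set per screening campaign, cut at about 17% in these data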
Target sequence (P14735 whole entry, looked up): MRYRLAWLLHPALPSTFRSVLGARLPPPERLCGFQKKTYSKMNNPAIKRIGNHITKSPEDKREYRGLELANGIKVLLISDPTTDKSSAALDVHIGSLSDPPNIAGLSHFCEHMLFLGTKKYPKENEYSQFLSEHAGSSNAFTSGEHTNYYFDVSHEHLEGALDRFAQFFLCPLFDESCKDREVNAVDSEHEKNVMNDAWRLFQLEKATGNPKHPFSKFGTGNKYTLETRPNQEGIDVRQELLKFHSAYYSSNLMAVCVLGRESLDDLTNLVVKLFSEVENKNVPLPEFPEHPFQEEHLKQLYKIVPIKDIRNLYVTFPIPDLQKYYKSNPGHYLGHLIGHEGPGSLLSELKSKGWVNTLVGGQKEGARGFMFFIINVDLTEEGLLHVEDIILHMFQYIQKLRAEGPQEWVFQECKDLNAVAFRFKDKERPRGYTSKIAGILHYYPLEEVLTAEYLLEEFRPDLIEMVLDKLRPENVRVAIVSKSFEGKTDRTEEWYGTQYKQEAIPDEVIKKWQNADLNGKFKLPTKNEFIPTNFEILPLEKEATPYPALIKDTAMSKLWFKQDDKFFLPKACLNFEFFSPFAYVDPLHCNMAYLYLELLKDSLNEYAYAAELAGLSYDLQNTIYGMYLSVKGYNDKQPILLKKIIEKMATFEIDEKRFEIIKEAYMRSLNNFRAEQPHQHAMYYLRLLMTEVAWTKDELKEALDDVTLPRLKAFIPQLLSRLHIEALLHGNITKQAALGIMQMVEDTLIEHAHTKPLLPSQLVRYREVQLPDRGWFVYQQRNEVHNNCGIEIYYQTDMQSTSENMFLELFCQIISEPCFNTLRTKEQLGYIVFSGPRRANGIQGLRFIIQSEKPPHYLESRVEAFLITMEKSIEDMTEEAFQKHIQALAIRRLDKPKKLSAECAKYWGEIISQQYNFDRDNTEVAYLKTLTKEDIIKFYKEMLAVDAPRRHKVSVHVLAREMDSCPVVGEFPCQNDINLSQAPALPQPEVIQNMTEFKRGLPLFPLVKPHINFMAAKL
IDE inh = inhibits human insulin-degrading enzyme in HEK cells; 0.41% of 320,000 active; P14735; FAbetaB cleavage, fluorescence polarization; inhibition, % at 5.59 µM; AID 434962;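 active = percent inhibition above the average of all tested compounds plus 3 SD, set per screening campaign, cut at about 16% in these data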;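 also: IDE supplied by intact live HEK cells; FP after avidin binding of uncleaved biotin substrate so inhibition keeps polarization high; 0% = DMSO wells and 100% = 60 µM reference IDE inhibitor Ii1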
PfM18AAP inh = PfM18AAP enzyme inhibition; recombinant PfM18AAP, H-Glu-NHMec fluorogenic cleavage; inhibition, % at 7.35 µM; 1.2% of 290,000 active; AID 1822;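 active = inhibition above the campaign mean inhibition over all tested compounds plus 3 SD, cut at about 28% in these data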;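 also: 0% = plate median of test compound wells and 100% = 2 mM ZnCl2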
Starred values were filed as active, the others as inactive; nt = not tested or not shown.

Start of the data: the first 5 compounds, to show the layout:
SMILES	GPR7 antag	VIM-2 inh	pCIP destab	IMP-1 inhibitor	NALP1 inh	PHOSPHO1 inh	IDE cell activ	IDE inh	PfM18AAP inh
O=C(NCc1cccnc1)c1cccnc1-c1nc2ccccc2s1	-15	-3.5	-9	-3.8	9	20	3	4	-13
COC(=O)c1ccc(N/C=C/C(=O)c2ccccc2)cc1	-3	-2.0	-7	-2.1	4	24	-6	-1	-8
CCOc1ccc(NC(=O)CCC(=O)N/N=C2\CCCc3ccccc32)cc1	-16	-2.0	-18	-1.2	-4	17	-3	nt	-1
Cn1c(C(=O)N[C@@H](Cc2ccccc2)C(=O)NCCC(=O)O)cc2cc(Cl)ccc21	-4	-3.1	-7	-1.3	3	28	2	nt	-2
O=C(CCCNc1ccccc1)N/N=C/c1cccs1	-10	-3.2	-2	-4.2	-29	45	0	3	5

The whole of this part, repeating the preview:
SMILES	GPR7 antag	VIM-2 inh	pCIP destab	IMP-1 inhibitor	NALP1 inh	PHOSPHO1 inh	IDE cell activ	IDE inh	PfM18AAP inh
O=C(NCc1cccnc1)c1cccnc1-c1nc2ccccc2s1	-15	-3.5	-9	-3.8	9	20	3	4	-13
COC(=O)c1ccc(N/C=C/C(=O)c2ccccc2)cc1	-3	-2.0	-7	-2.1	4	24	-6	-1	-8
CCOc1ccc(NC(=O)CCC(=O)N/N=C2\CCCc3ccccc32)cc1	-16	-2.0	-18	-1.2	-4	17	-3	nt	-1
Cn1c(C(=O)N[C@@H](Cc2ccccc2)C(=O)NCCC(=O)O)cc2cc(Cl)ccc21	-4	-3.1	-7	-1.3	3	28	2	nt	-2
O=C(CCCNc1ccccc1)N/N=C/c1cccs1	-10	-3.2	-2	-4.2	-29	45	0	3	5
CCC(=O)c1ccc(-c2ccccc2)cc1	-3	-2.5	0	0.0	24	-9	-3	4	-3
O=C(Nc1ccccc1)c1ccccc1NS(=O)(=O)c1ccc(Cl)s1	16	-1.3	-13	-1.6	11	-6	-2	1	-3
O=C(Nc1ccc(Cl)cc1)OCCn1nnnc1C(c1ccccc1Cl)N1CCOCC1 (configuration not stated)	16	1.7	-6	-0.4	22	53	2	5	-2
CCOC(=O)CN(C(=O)COc1nc(C)cc(C)c1C#N)c1ccc(F)cc1	-11	-2.7	-8	-2.2	-7	11	4	0	9
CCN1CCN(C(=O)CN(C)S(=O)(=O)c2ccc(OC)c(C)c2)CC1	-1	-4.1	-2	-0.5	15	-9	2	6	0

Continued; the last five above are carried over.
SMILES	GPR7 antag	VIM-2 inh	pCIP destab	IMP-1 inhibitor	NALP1 inh	PHOSPHO1 inh	IDE cell activ	IDE inh	PfM18AAP inh
CCC(=O)c1ccc(-c2ccccc2)cc1	-3	-2.5	0	0.0	24	-9	-3	4	-3
O=C(Nc1ccccc1)c1ccccc1NS(=O)(=O)c1ccc(Cl)s1	16	-1.3	-13	-1.6	11	-6	-2	1	-3
O=C(Nc1ccc(Cl)cc1)OCCn1nnnc1C(c1ccccc1Cl)N1CCOCC1 (configuration not stated)	16	1.7	-6	-0.4	22	53	2	5	-2
CCOC(=O)CN(C(=O)COc1nc(C)cc(C)c1C#N)c1ccc(F)cc1	-11	-2.7	-8	-2.2	-7	11	4	0	9
CCN1CCN(C(=O)CN(C)S(=O)(=O)c2ccc(OC)c(C)c2)CC1	-1	-4.1	-2	-0.5	15	-9	2	6	0
CN(CCC#N)C(=S)Nc1ccc(F)cc1	-19	-1.0	-18	-1.9	16	25	nt	-3	5
CCn1c(NCc2cc(Cl)ccc2O)nc2ccccc21	5	-2.2	-3	-1.8	nt	0	1	-2	3
C=CCn1c(=S)[nH]c2sc3c(c2c1=O)CCC3	-12	-4.3	2	-4.8	3	12	-3	nt	9
CC1CC(C)CN(S(=O)(=O)c2ccc(NC(=O)CN3C(=O)NC(C)(c4ccccc4)C3=O)cc2)C1 (configuration not stated)	-19	-2.7	-8	-1.4	15	nt	1	-1	2
COc1ccc(O[C@H]2C=C[C@@H](c3ccccc3)O[C@@H]2CO/N=C(\C)CCN2CCCCc3nc(C)c(C)cc32)cc1	-7	0.3	0	-0.7	22	-14	nt	nt	6
O=C(COc1nncc2ccccc12)NCC(F)(F)F	17	-0.2	10	-3.5	-14	21	1	3	-2
COc1ccccc1OCc1nc(C#N)c(NCc2ccco2)o1	11	-3.7	-9	-3.1	15	11	2	5	-1
CC(C)c1ccc(NC(=S)N2CCCC2)cc1	-4	-1.4	-1	-2.4	12	26	2	3	-4
COC(=O)c1cccnc1SCc1ccccc1	-16	-1.9	1	-4.1	12	-4	-1	2	4
CC1=Nc2cccc3cccc(c23)N1C	-6	4.3	-28	-11	34	-1	-4	1	12
CCc1ccc(OCC(=O)NC(=S)Nc2ccc(C(=O)O)cc2)cc1	-1	-2.4	-12	-4.3	21	12	-1	7	-9
CCCCS(=O)CC(CS(=O)CCCC)OC(=O)c1ccc(C)cc1 (configuration not stated)	-13	-3.5	10	-3.5	nt	10	2	-3	0
CCCOc1ccc(C2C(=O)N(C3CCCCC3)CC(=O)N2CCC)cc1OC (configuration not stated)	-4	-3.7	-8	-6.9	5	16	0	-1	2
O=C(CCCCCN1C(=O)c2cccc3cccc(c23)C1=O)N1CCOCC1	-2	-3.7	-2	-2.8	23	-37	-1	-1	4
CCCNC(=O)CCNC(=O)c1ccc(C(C)(C)C)cc1	12	0.2	0	-1.3	6	1	4	-2	-6
O=C(NC12CC3CC(CC(C3)C1)C2)N1CCN(c2ncccn2)CC1	-11	0.2	-14	-2.4	8	46	2	8	-2
FC(F)Oc1ccc(NC(=S)N2CCc3ccccc32)cc1	7	-0.4	-5	1.1	18	-11	1	-2	4
Clc1ccc(SCc2cc(-c3ccc(Cl)cc3)on2)cc1	-4	-1.5	2	-3.4	35	-26	1	0	-9
c1ccc(CSc2ncn(-c3ccccc3)n2)cc1	-9	-2.1	-8	-2.4	12	14	1	9	6
COc1cc(C(=O)Nc2ccc(S(=O)(=O)NC(C)(C)C)cc2)cc(OC)c1OC	-5	-2.8	-1	-2.7	-2	2	-1	7	-1
CCN(CC)CCN1CNC(=S)N(c2ccccc2OC)C1	-16	-0.8	-1	-1.4	3	28	nt	0	-3
Cc1ccc(/C=C/C(=O)N2CCc3ccccc32)o1	5	-4.0	-5	-2.4	13	10	-1	-6	-68
CCOc1ccc(-n2cc(C(=O)Nc3cccc(Cl)c3)c3cc(OC)c(OC)cc3c2=O)cc1	-5	-3.7	-12	-6.5	4	9	2	1	3
CCOC(=O)N1CCC(NC(=O)C2CCN(S(=O)(=O)c3cccc4cccnc34)CC2)CC1	-2	-1.4	9	-0.3	nt	6	nt	6	-4
NS(=O)(=O)c1ccc(CCNC(=O)c2ccccc2-c2ccccc2)cc1	2	0.1	-18	-0.8	12	-26	2	-2	2
NC(=O)c1nsc(C(=O)N(c2ccccc2)C(C(=O)NCC2CCCO2)c2ccc(F)cc2)c1N (configuration not stated)	-8	-2.8	-19	-2.9	6	31	3	-3	8
Cc1cc(NC(=O)c2ccc(C)o2)no1	-8	-1.0	-7	-0.7	4	28	1	-3	0
O=C(COC(=O)c1ccccc1NS(=O)(=O)c1cc([N+](=O)[O-])ccc1Cl)c1ccccc1	-12	-1.8	16	-3.6	6	39	nt	0	5
CC1CCN(C(=O)CSc2nnc(-c3ccc(S(=O)(=O)N4CCOCC4)cc3)n2C)CC1	6	-1.4	4	-2.8	3	-8	-2	3	-14
Cc1cccc(CCNC(=O)CCc2c(C)nc3ncnn3c2C)c1	8	-1.0	-2	-0.2	-12	24	2	-1	-4
O=C(CCS(=O)(=O)c1ccccc1)Nc1nc2c(s1)CCCC2	-7	-3.4	-16	-3.2	-9	-5	-1	6	-3
O=C(Nc1ccc(C(=O)O)cc1)/C(=C\c1ccccc1)NC(=O)c1ccc(Br)cc1	-22	-1.0	-18	-0.5	9	25	7	-5	6
O=S(=O)(NCC1CCCO1)c1ccc2oc3ccc(S(=O)(=O)NCC4CCCO4)cc3c2c1 (configuration not stated)	-2	-3.5	-2	-4.4	4	-4	-1	0	12
COc1ccc(C(C)(C)C)cc1NC(=O)C1C2C=CC(C2)C1C(=O)O (configuration not stated)	-11	-3.6	-21	-3.5	2	24	3	1	6
N#C/C(=N/Nc1ccccc1[N+](=O)[O-])C(N)=S	-3	-0.9	-14	-0.8	nt	37	7	0	-5
COc1ccc(-c2nc3cnccn3c2NC(C)(C)CC(C)(C)C)cc1O	-15	-3.8	4	-1.6	-13	-180	-4	2	8
COc1cc(C(=O)Nc2ccc(Oc3ncnc4sc(-c5ccccc5)cc34)cc2)cc(OC)c1OC	-2	-2.0	5	-2.9	26	-2	4	2	1
CC(C)(C)OC(=O)NCCC(=O)N/N=C/c1cccc2nccnc12	-3	-4.5	-6	-4.9	20	20	2	-2	-2
COc1ccc(/C=C2\SC(=S)N(CCCC(=O)Nc3ccccn3)C2=O)cc1OC	-14	1.4	-14	-2.4	10	-32	-3	2	5
Cc1cccc(Oc2ccccc2NC(=O)c2cnccn2)c1	-5	-3.2	-4	-6.2	10	7	4	-2	4
O=C(Cc1cccs1)N(Cc1ccco1)C1(C(=O)NC2CCCC2)CCCCC1	46*	-3.0	-3	-2.0	4	-1	6	1	1
CN(C(=O)Nc1ccc(Cl)cc1)c1c2c(nn1C)CCCC2	-1	-3.2	-1	0.7	-7	25	0	4	-2
Cc1cc(C)n(-c2ccc(C(=O)OCC(=O)N(CC(C)C)C3CCS(=O)(=O)C3)cc2)n1 (configuration not stated)	2	-4.3	-27	-4.0	2	6	3	4	-6
CCC1(C)SC(NC(C)=O)=NN1C(C)=O (configuration not stated)	-5	-3.6	10	-2.6	-4	28	7	1	-1
COc1cccc(C(=O)NC2CCN(CC(=O)Nc3c(C)cc(C)cc3C)CC2)c1	-8	-4.5	-5	-2.8	0	40	nt	3	1
CCOc1cc(N2CCOCC2)c(OCC)cc1NC(=O)Cn1[nH]c(=O)c2ccccc2c1=O	4	-1.8	-4	-2.9	-12	-1	-1	-4	1
CC(=O)N(CCN1CCOCC1)Cc1cc2cc3c(cc2nc1Cl)OCO3	-7	0.6	-17	-3.0	14	28	-2	-1	-3
Oc1ccc(/C=N/Nc2ccc(C(F)(F)F)cn2)c(O)c1	5	-0.9	-4	-2.9	5	33	2	0	25
